Growth percent in the NCI-60 one-dose screen (48 h, 10 µM unless noted): 100 = growth as untreated, 0 = no growth, -100 = all killed.
DU-145: DU-145 prostate cancer; actives 4.2% (n = 81,000)
SF-295: SF-295 CNS cancer cells; AID 1794758; actives 5.6% (n = 79,000)
SF-539: SF-539 CNS cancer | actives 6.8% (n = 81,000) | AID 1794752
SN12C: SN12C renal cancer cells; actives 3.8% (n = 81,000)
786-0: 786-0 renal cancer cells | actives 5.1% (n = 81,000) | AID 1794775
U251: U251 CNS tumor cells | AID 1794753 | actives 5.4% (n = 80,000)
PC-3: PC-3 prostate cancer cells. actives 3.9% (n = 80,000). AID 1794754
TK-10: TK-10 renal cancer cells; actives 3.9% (n = 81,000); AID 1794769
UO-31: UO-31 renal cancer. actives 5.2% (n = 81,000)
Numbers without * were called inactive; nt = not tested or not shown. The calls were made as follows: active = growth percent below 10; inactive = the rest.

Start of the data: the first 6 compounds, ahead of the listing:
nr	SMILES	DU-145	SF-295	SF-539	SN12C	786-0
1	O=C(Nc1ccc(Oc2ccc(F)cc2)c(Cl)c1)c1cccnc1	87	86	94	96	92
2	Nc1ccc2nc(-c3ccc(-c4nc5ccc(N)cc5[nH]4)cc3)[nH]c2c1	100	95	106	100	104
3	CC(C)CCS(=O)(=O)O	115	100	102	103	93
4	CCCSc1oc(-c2ccccc2)nc1S(=O)(=O)c1ccc(C)cc1	103	99	118	97	93
5	SCCc1ccccc1	123	nt	104	105	nt
6	Cc1c(C(=O)NCCCC(=O)NO)sc2ncnc(Nc3ccccc3)c12	111	91	97	100	114

nr	U251	PC-3	TK-10	UO-31
1	89	91	98	81
2	108	94	110	93
3	96	89	97	101
4	94	82	88	71
5	99	98	108	nt
6	98	108	111	88

This part in full, from the start:
nr	SMILES	DU-145	SF-295	SF-539	SN12C	786-0
1	O=C(Nc1ccc(Oc2ccc(F)cc2)c(Cl)c1)c1cccnc1	87	86	94	96	92
2	Nc1ccc2nc(-c3ccc(-c4nc5ccc(N)cc5[nH]4)cc3)[nH]c2c1	100	95	106	100	104
3	CC(C)CCS(=O)(=O)O	115	100	102	103	93
4	CCCSc1oc(-c2ccccc2)nc1S(=O)(=O)c1ccc(C)cc1	103	99	118	97	93
5	SCCc1ccccc1	123	nt	104	105	nt
6	Cc1c(C(=O)NCCCC(=O)NO)sc2ncnc(Nc3ccccc3)c12	111	91	97	100	114
7	CC[C@H](C)[C@H]1NC(=O)[C@@H]([C@H](O)C(C)C)NC(=O)[C@@H](C)N(C)C(=O)[C@H](C)N(C)C(=O)[C@H](CC(C)C)NC(=O)[C@H](CC(C)C)N(C)C(=O)[C@H](C)N(C)C1=O	1.8*	-4.8*	-13*	2.5*	0.2*
8	CS(=O)(=O)c1ccc(-c2nc3ccccc3n2CC(=O)N/N=C/c2ccccc2)cc1	111	94	98	108	97

nr	U251	PC-3	TK-10	UO-31
1	89	91	98	81
2	108	94	110	93
3	96	89	97	101
4	94	82	88	71
5	99	98	108	nt
6	98	108	111	88
7	1.2*	5.5*	2.0*	5.2*
8	109	97	103	76

Complete entries, quoted from the list.
`CS(=O)(=O)c1ccc(-c2nc3ccccc3n2CC(=O)N/N=C/c2ccccc2)cc1` is listed with DU-145 = 111; SF-295 = 94; SF-539 = 98; SN12C = 108; 786-0 = 97; U251 = 109; PC-3 = 97; TK-10 = 103; UO-31 = 76
`O=C(Nc1ccc(Oc2ccc(F)cc2)c(Cl)c1)c1cccnc1` is listed with DU-145 = 87; SF-295 = 86; SF-539 = 94; SN12C = 96; 786-0 = 92; U251 = 89; PC-3 = 91; TK-10 = 98; UO-31 = 81

Continued:
nr	SMILES	DU-145	SF-295	SF-539	SN12C	786-0
9	O=C(O)c1ccccc1/C=C\c1ccccc1	113	102	102	101	98
10	CC(C)(C)c1cc(C[P+](c2ccccc2)(c2ccccc2)c2ccccc2)cc(C(C)(C)C)c1O	21	-3.9*	3.2*	12	8.5*
11	N#Cc1ccc(Oc2ccc(C#N)c(C#N)c2)cc1C#N	109	114	102	97	108
12	Nc1nc(N(Cc2ccccc2)c2ccccc2)c2cn[nH]c2n1	88	51	69	86	72
13	CCN(CC)CCOc1ccc2c(c1)O/C(=C\c1cccc(OC)c1)C2=O	97	101	94	95	99
14	COCCNC(=O)c1ccc(OC2CCN(Cc3ccc(F)c(F)c3)CC2)c(Cl)c1	106	nt	114	104	98
15	Cc1c(C)c(C)c(C)c(C)c1C	96	116	98	93	112
16	O=C(O)CCC(=O)NCC1CCCC(CNC(=O)CCC(=O)O)C1 (stereo not drawn)	118	93	105	104	111

nr	U251	PC-3	TK-10	UO-31
9	106	96	97	85
10	5.4*	-10*	-3.1*	-11*
11	104	108	108	72
12	43	75	92	75
13	96	100	106	88
14	106	103	100	98
15	90	102	108	89
16	97	98	105	98

(listing goes on)
nr	SMILES	DU-145	SF-295	SF-539	SN12C	786-0
17	O=C(Nc1nc2ccc([N+](=O)[O-])cc2s1)Nc1c(Cl)cccc1Cl	90	86	75	82	72
18	Cc1sc2c(c1C)c(=O)nc1c(-c3nc(-c4ccccc4)no3)n[nH]n12	115	100	98	102	102
19	O=S(=O)(NCCNc1nccc(-c2c(-c3cccc(O)c3)nc3occn23)n1)c1ccccc1	98	97	105	73	93
20	Fc1ccc(-c2nc(-c3nc4ccc(Br)cc4[nH]3)cc3c2[nH]c2ccccc23)cc1F	73	56	82	46	87
21	CCN(CC)CCOc1nc2cc(OC)c(OC)cc2c2c1-c1ccc(OC)cc1C2=O	64	30	82	81	88
22	CCNC(=O)Nc1ccc(NC(=O)c2[nH]c(C)c(Cl)c2Cl)c(OC(C)C)c1	105	103	97	96	101
23	O=C1CC23OC(C(O)c4ccccc4N12)C1C(c2ccccc2)=NOC13 (stereo not drawn)	82	42	50	43	37
24	CCOC(=O)c1c(C)nc2[nH]n(-c3ccccc3)c(=O)c2c1-c1ccc(Cl)cc1Cl	102	94	95	90	102

nr	U251	PC-3	TK-10	UO-31
17	69	56	76	64
18	104	99	108	86
19	95	85	130	101
20	77	61	73	39
21	60	82	105	48
22	95	98	121	84
23	40	50	102	45
24	96	92	132	74

2 records drawn at random from the list so far:
nr	SMILES	DU-145	SF-295	SF-539	SN12C	786-0
18	Cc1sc2c(c1C)c(=O)nc1c(-c3nc(-c4ccccc4)no3)n[nH]n12	115	100	98	102	102
22	CCNC(=O)Nc1ccc(NC(=O)c2[nH]c(C)c(Cl)c2Cl)c(OC(C)C)c1	105	103	97	96	101

nr	U251	PC-3	TK-10	UO-31
18	104	99	108	86
22	95	98	121	84

(next part)
nr	SMILES	DU-145	SF-295	SF-539	SN12C	786-0
25	CCOCCOC(=O)CCCCCCCCC(=O)OCCOCC	107	nt	98	104	98
26	N=C(N)c1ccc(-c2ccc(Cl)cc2)cn1	102	99	92	97	100
27	Cn1c(SCC(=O)c2ccc(Cl)cc2Cl)nc2ccccc2c1=O	97	101	92	88	98
28	CC(=O)Oc1cc(OC(C)=O)cc(C(=O)Nc2ccc(C(C)C)cc2)c1	93	nt	104	92	102
29	CC(=O)OC1CCC2CCCCC2C1 (stereo not drawn)	103	112	100	106	98
30	Cc1sc(NC(=O)c2ccco2)c(C(c2cccnc2)N2CCC(Cc3ccccc3)CC2)c1C (stereo not drawn)	86	nt	78	60	79
31	O=C1/C(=C/c2ccc(OCCCCCCOc3cccc(Cl)c3)cc2)N=C2SCCCN12	101	96	105	96	96
32	COc1ccc(OC)c(N=Nc2c(O)c3ccccc3[nH]c2=O)c1	104	119	53	66	98

nr	U251	PC-3	TK-10	UO-31
25	101	108	111	80
26	98	84	110	79
27	91	87	126	82
28	106	90	97	85
29	96	89	101	85
30	64	76	80	49
31	98	71	106	70
32	75	75	70	49

(cont.)
nr	SMILES	DU-145	SF-295	SF-539	SN12C	786-0
33	COc1ccc(-c2nc(SCC(C)C)nc(N/N=C\c3ccccc3O)c2C#N)cc1	107	103	100	97	99
34	COc1cc(/C=C\C(C)=N\Nc2ccccc2)ccc1O	102	86	88	93	97
35	Nc1ccc(C(=O)NCCSCCN2CCCCC2)cc1	112	100	113	93	110
36	CC1(C2CC2)NC(=O)NC1=O (stereo not drawn)	111	106	105	103	98
37	Cc1oc2ccccc2c(=O)c1C(=O)c1ccc(O)cc1	111	100	109	106	100
38	Cn1c(=O)c2c(nc3n(-c4ccc(Cl)cc4Cl)c(Sc4nc(-c5ccccc5)c(C#N)c(=O)[nH]4)cn23)n(C)c1=O	51	44	31	33	15
39	NC1=NC(c2ccc(N3CCCCC3)cc2)n2c(nc3ccccc32)N1 (stereo not drawn)	116	98	102	98	103
40	CCCCCC(=O)Oc1ccc(/C(CC)=C(/c2ccccc2)c2ccc(OCCN(CC)CC)cc2)cc1	95	97	88	83	77

nr	U251	PC-3	TK-10	UO-31
33	101	85	139	83
34	90	67	94	66
35	95	89	100	86
36	113	93	129	88
37	101	nt	145	88
38	nt	76	5.6*	-1.7*
39	92	88	101	79
40	71	83	88	80

The list continues.
nr	SMILES	DU-145	SF-295	SF-539	SN12C	786-0
41	CC(=O)OC(C(=O)Nc1nncs1)c1ccccc1 (stereo not drawn)	111	81	115	104	98
42	O=C(O)COc1cc([N+](=O)[O-])c(Cl)cc1Cl	104	102	96	103	101
43	CC1=Nc2ccccc2N=C(C)C1	105	110	112	96	112
44	Cc1ccc(C(=O)Cc2ccccc2)c(O)c1	101	107	102	95	112
45	C=CCOC(=O)/C=C\C(=O)NC(N)=O	110	123	106	94	106
46	Cc1nc2nc(SCC(=O)O)[nH]c2c(=O)[nH]1	113	98	98	100	104
47	O=C(CSc1nnnn1-c1ccccc1)c1cc2cc(Cl)ccc2oc1=O	111	95	nt	104	99
48	NC(=S)NNC(=O)c1cnc2n(c1=O)CCCCC2	115	101	102	94	109

nr	U251	PC-3	TK-10	UO-31
41	nt	93	96	92
42	94	93	100	87
43	105	85	127	81
44	99	100	104	86
45	103	101	146	93
46	97	97	101	92
47	97	93	96	81
48	108	106	118	84

Later entries:
nr	SMILES	DU-145	SF-295	SF-539	SN12C	786-0
49	COc1cccc(-c2nc3sccn3c2-c2ccnc(NCCNC(=O)c3ccccc3O)n2)c1	94	101	98	86	91
50	C/C(=N/O)c1ccc(NC(=O)C(C)N2CCN(c3cc4c(cc3F)c(=O)c(C(=O)O)cn4C3CC3)CC2)cc1 (stereo not drawn)	105	104	102	101	94
51	C1C2CC3C1C3/C2=N\N=C1/C2CC3C(C2)C13	111	99	99	93	112
52	NC1=NC(c2ccco2)N=C(Nc2nn[nH]n2)N1 (stereo not drawn)	104	96	99	110	100
53	CCCCCCOCCNc1ccnc(N)n1	99	117	108	111	101
54	C=CCCNC(=S)SCC(NC(=O)CCC(N)C(=O)O)C(=O)NCC(=O)O (stereo not drawn)	106	109	109	97	100
55	COc1ccc(-c2c(-c3ccc(F)cc3)[nH]c3[nH]c(=O)[nH]c(=O)c23)cc1	111	106	89	101	100
56	COc1ccc2c(c1)=C(c1sc(Nc3nc(C)c(C(C)=O)s3)nc1O)C(=O)N=2	102	114	120	94	107

nr	U251	PC-3	TK-10	UO-31
49	103	63	nt	49
50	96	81	112	92
51	100	98	114	100
52	97	96	105	nt
53	98	82	111	73
54	98	105	105	96
55	93	116	111	88
56	103	95	115	76

Further results follow.
nr	SMILES	DU-145	SF-295	SF-539	SN12C	786-0
57	COc1cc2c(cc1OC)C(C)N(S(N)(=O)=O)CC2 (stereo not drawn)	105	104	98	89	89
58	COc1ccc(/C=C/C(=O)c2ccc(NC(=O)N3CCN(c4cc5c(cc4F)c(=O)c(C(=O)O)cn5C4CC4)CC3)cc2)cc1OC	114	102	100	100	96
59	O=S(=O)(NCCCNc1cc(-c2cn(-c3ccccc3)nc2-c2ccccc2)ccn1)c1ccc(C(F)(F)F)cc1	76	39	nt	63	29
60	O=C(Nc1ccc(OCc2ccccn2)c(Cl)c1)c1ccnnc1	111	98	108	100	84
61	C/C(=N\NC(=S)Nc1ccccc1)c1nnn(-c2ccc(F)cc2)c1C	70	64	85	65	82
62	N#Cc1c(-c2ccccc2)nc(SCCC(=O)N2CCOCC2)[nH]c1=O	117	96	101	100	103
63	Cc1ccc(C2=N/C(=C\c3ccccc3)C(=O)O2)cc1	106	nt	103	99	103
64	O=C1Nc2ccc(Cl)cc2C12NCCc1cc(O)ccc12 (stereo not drawn)	105	101	92	96	96

nr	U251	PC-3	TK-10	UO-31
57	114	89	103	82
58	102	106	111	87
59	44	18	72	40
60	102	102	75	85
61	67	49	59	46
62	103	nt	108	82
63	108	104	112	103
64	96	94	108	83

(next part)
nr	SMILES	DU-145	SF-295	SF-539	SN12C	786-0
65	C=C(C)C(=O)OCCO	107	103	104	95	100
66	NC(=O)c1cc2cc(CN3CCCCC3)ccc2o1	106	91	99	103	93
67	COc1ccc(-c2nn(-c3ccccc3)cc2/C=C2/SC(=S)N(CC(=O)O)C2=O)cc1	111	98	94	96	100
68	C=CCSCC1Nc2cc(Cl)c(S(N)(=O)=O)cc2S(=O)(=O)N1C (stereo not drawn)	114	98	105	103	109
69	CC1Sc2ccc(C(=O)N(C)Cc3cccc(F)c3)cc2NC1=O (stereo not drawn)	116	116	107	103	102
70	O=C(N/N=C/c1ccc([N+](=O)[O-])o1)c1ccc(O)cc1	nt	50	8.1*	29	63
71	CC(Oc1ccc(C(=O)NS(C)(=O)=O)cc1C(F)(F)F)c1ccc(Oc2ccccc2)cn1 (stereo not drawn)	107	99	92	99	96

nr	U251	PC-3	TK-10	UO-31
65	100	94	89	92
66	109	90	119	78
67	98	94	101	79
68	98	90	108	81
69	102	88	128	82
70	34	87	125	85
71	90	101	95	86
